ALOX12 inh: inhibitors of human 12S-lipoxygenase ALOX12; AID 1671190; Potency, µM (series often up to 108 µM), for inactives: top-dose activity change, negative = inhibition, most hits filed as inhibitors; actives 1.1% (n = 580,000); purified 12hLO, xylenol orange hydroperoxide absorbance; active = well fitted inhibition curve with a large enough effect; inconclusive = small, poorly fitted or top-dose-only effect, or another doubt; inactive = no such curve, though single readings can be large or run the other way
Target sequence (P18054 whole entry, looked up): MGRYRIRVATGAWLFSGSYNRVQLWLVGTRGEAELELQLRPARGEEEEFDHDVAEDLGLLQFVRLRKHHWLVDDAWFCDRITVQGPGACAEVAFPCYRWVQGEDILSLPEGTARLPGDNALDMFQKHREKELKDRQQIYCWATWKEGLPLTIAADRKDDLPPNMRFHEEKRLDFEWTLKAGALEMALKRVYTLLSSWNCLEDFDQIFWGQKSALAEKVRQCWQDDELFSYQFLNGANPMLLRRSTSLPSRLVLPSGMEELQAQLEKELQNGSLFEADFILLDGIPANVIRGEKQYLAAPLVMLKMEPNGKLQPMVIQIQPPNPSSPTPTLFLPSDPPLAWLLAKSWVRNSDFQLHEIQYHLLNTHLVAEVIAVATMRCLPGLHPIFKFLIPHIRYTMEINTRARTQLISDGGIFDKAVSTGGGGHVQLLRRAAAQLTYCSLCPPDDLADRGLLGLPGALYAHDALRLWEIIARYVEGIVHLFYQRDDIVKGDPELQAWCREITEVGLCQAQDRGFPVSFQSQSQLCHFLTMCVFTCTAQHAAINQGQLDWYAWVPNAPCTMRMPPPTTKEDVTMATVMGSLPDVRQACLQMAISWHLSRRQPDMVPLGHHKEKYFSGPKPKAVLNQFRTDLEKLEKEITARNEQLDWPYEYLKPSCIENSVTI
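Purified human 12hLO (150 nM final) in 25 mM Hepes, 0.01% Triton X-100, pH 7.0 was preincubated 15 min at room temperature with compound. Then 40 uM arachidonic acid was added, 30 min. Hydroperoxide was read by Fe-XO absorbance ratio 573/405 nm.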
Active calls of the source: *; [ ] = dose if it differs, or a comment. % is scaled to controls: 0 for no effect and ±100 for the full control effect; potency is read from the fitted curve at half-maximal effect.

Start of the data: the first 5 records as a preview:
Screening O=C(COc1ccccc1)N1CCC2(CC1)CN(Cc1ccccc1)CC2CO (configuration not stated) returned ALOX12 inh 0.6%.
COc1ccc2c(C(F)(F)F)cc(SCC(=O)N3CCCC3)nc2c1 was read as ALOX12 inh 19.8%.
Screening COc1ccc2cc(CN3CCNC(=O)C3C)c(-c3cccs3)nc2c1 (configuration not stated) returned ALOX12 inh 7.1%.
`Nc1ccc(C(=O)c2cc3c(ccc4ccccc43)[nH]2)cc1` gave ALOX12 inh inconclusive.
CCNC(=O)c1ccc(CNC(C)=O)cc1 was read as ALOX12 inh 24.4%.

The list itself, repeating the preview:
Screening O=C(COc1ccccc1)N1CCC2(CC1)CN(Cc1ccccc1)CC2CO (configuration not stated) returned ALOX12 inh 0.6%.
COc1ccc2c(C(F)(F)F)cc(SCC(=O)N3CCCC3)nc2c1 was read as ALOX12 inh 19.8%.
Screening COc1ccc2cc(CN3CCNC(=O)C3C)c(-c3cccs3)nc2c1 (configuration not stated) returned ALOX12 inh 7.1%.
`Nc1ccc(C(=O)c2cc3c(ccc4ccccc43)[nH]2)cc1` gave ALOX12 inh inconclusive.
CCNC(=O)c1ccc(CNC(C)=O)cc1 was read as ALOX12 inh 24.4%.
Screening Cc1cc(N2CCC(c3[nH]ncc3Cc3ccccc3)CC2)nc(N)n1 returned ALOX12 inh 69.7%[activator].
COc1ccc(C(=O)N2C[C@@H]3C[C@H](C2)c2c(NC(=O)Nc4ccccc4)ccc(=O)n2C3)cc1 was read as ALOX12 inh 20.1%.
For Cc1ccc(S(=O)(=O)Nc2nc3ccccc3nc2Nc2ccc3c(c2)OCCO3)c(C)c1 the results were ALOX12 inh 51.0%.
For CN1CCCCCCN(S(=O)(=O)c2cccs2)[C@H]2CCC[C@H]2C1=O the results were ALOX12 inh -2.5%.
Screening COc1cc(NC(=O)c2cc(S(=O)(=O)N3CCCCC3)c[nH]2)cc(OC)c1OC returned ALOX12 inh 3.1%.
CC1=C(C(=O)Nc2ccc(F)c(F)c2)C(c2ccc(F)cc2)NC(=S)N1 (configuration not stated) was read as ALOX12 inh inconclusive.
For COc1ccc(Nc2c(CCc3ccccc3)nc3nc(C)cc(C)n23)cc1 the results were ALOX12 inh 17.8%.
N#CCCn1c(-c2ccccc2)cc2ccccc21 was read as ALOX12 inh -24.7%.
`COc1cc2ccccc2cc1C(=O)Nc1ccccc1N1CCN(C(C)=O)CC1` gave ALOX12 inh 44.3%[activator].
COc1ccc(OC)c(NC(=O)CCC[C@@H]2[C@H]3CCCN4CCC[C@@H](CN2C)[C@@H]34)c1 was read as ALOX12 inh 60.2%[activator].
Screening O=C(O)C1CCN(C(=O)N2CC3CC(C2)[C@H]2CCCC(=O)N2C3)CC1 (some centres not stated) returned ALOX12 inh 14.3%.
For CCc1csc(CNC(=O)c2ccc(N3CCSCC3)nc2)n1 the results were ALOX12 inh -12.3%.
COc1cccc(C(=O)N2C(C(=O)NCC3CCCO3)COC23CCC(C)CC3)c1 (configuration not stated) was read as ALOX12 inh 4.3%.
Screening Cc1[nH]c2ccccc2c1C(=O)c1c(N)[nH]c(C(=O)c2ccc(Br)cc2)c1-c1ccc(Br)cc1 returned ALOX12 inh -20.1%.
`O=c1oc2ccccc2c(NC2CCCC2)c1NS(=O)(=O)c1ccc(Br)s1` gave ALOX12 inh -4.6%.
CCCCCCCCCCCCS(=O)CC(O)c1ccccc1 (configuration not stated) was read as ALOX12 inh -1.2%.
Screening COCCC(=O)N[C@H]1CC[C@]2(C)CCC([C@H](C)C(=O)N3CCc4ccccc4C3)[C@H](O)[C@H]2[C@@H]1C (some centres not stated) returned ALOX12 inh 24.3%.
For CCOC(=O)CSC(=S)N(C)C the results were ALOX12 inh 6.1%.
COc1cccc(/C=C(\C#N)C(=O)Nc2ccccc2C(F)(F)F)c1OCc1ccc(F)cc1 was read as ALOX12 inh 7.6%.
Screening Nc1c(C(=O)NC2CCCC2)nnn1-c1ccccc1 returned ALOX12 inh 25.6%.
`O=C(c1ccc(F)cc1)N1CCC(N2CCCNC2=O)CC1` gave ALOX12 inh inconclusive.
Screening COCc1nc(C2CCCN(C(=O)NC3CCCC3)C2)no1 (configuration not stated) returned ALOX12 inh 24.7%.
Screening O=C(NCCN1CCCC1)c1cnc2c(c1)N(C(=O)Cc1cccc(C(F)(F)F)c1)CCC2 returned ALOX12 inh 21.9%.
`CC(=O)Nc1nc2ccc(CCC(=O)N3CCN(c4cccc(Cl)c4)CC3)cc2s1` gave ALOX12 inh 7.0%.
`CCOCCCNC(=O)CN1CCCc2nc(C3CC3)ncc2C1=O` gave ALOX12 inh 19.4%.
`COC(=O)[C@@]1(Cc2ccc(OC)cc2)[C@H]2c3cc(C(=O)N4CCCC4)n(CCN4CCOCC4)c3C[C@H]2CN1C(=O)c1ccccc1` gave ALOX12 inh -8.3%.
CCc1nc2c(c(-c3ccc(Cl)cc3)n1)CCN([S+](=O)([O-])c1cccc(C(F)(F)F)c1)CC2 was read as ALOX12 inh 40.3%[activator].
`Cc1cnc(C(=O)NC2C[C@H]3CC[C@@H](C2)N3C(=O)c2cnc(C)cn2)cn1` (some centres not stated) gave ALOX12 inh 49.6%[activator].
CCCn1c(=O)[nH]c(=O)c2c1nc(-c1cccc(C)c1)n2CCN1CCOCC1 was read as ALOX12 inh -3.9%.
Screening O=C(CCc1ccsc1)NC1CCCC1 returned ALOX12 inh 1.3%.
For O=C(c1ccccc1F)N1CCC(Oc2ncccc2C(=O)N2CCCCC2)C1 (configuration not stated) the results were ALOX12 inh 36.9%[activator].
Screening CCOc1ccc(OCC)c(NC(=O)c2cc3n(n2)CC(c2ccc(Cl)cc2)OC3)c1 (configuration not stated) returned ALOX12 inh 3.2%.
CC(C)CC(=O)N1CCN(Cc2ccncc2)CC1 was read as ALOX12 inh inconclusive.
For CC(=O)c1cc(CN(CCc2ccccc2)CC2CCCN(C)C2)cs1 (configuration not stated) the results were ALOX12 inh 6.4%.
For OC(c1ccccc1)(c1ccccc1)C1CCN(CCCOc2ccccn2)CC1 the results were ALOX12 inh inconclusive.

Part of the list above in order of SMILES length, rising:
`Nc1ccc(C(=O)c2cc3c(ccc4ccccc43)[nH]2)cc1` gave ALOX12 inh inconclusive.
COc1ccc2c(C(F)(F)F)cc(SCC(=O)N3CCCC3)nc2c1 was read as ALOX12 inh 19.8%.
`COc1cc2ccccc2cc1C(=O)Nc1ccccc1N1CCN(C(C)=O)CC1` gave ALOX12 inh 44.3%[activator].
CCCn1c(=O)[nH]c(=O)c2c1nc(-c1cccc(C)c1)n2CCN1CCOCC1 was read as ALOX12 inh -3.9%.

The results go on:
For CCCCC[C@@H](C)N1C[C@H](COCc2ccccc2)Oc2cc(N3CCC[C@H]3C(N)=O)ccc2S1(=O)=O the results were ALOX12 inh 1.2%.
`Cc1cc(C)cc(NC(=O)Cn2nc3n(c2=O)CCCC3)c1` gave ALOX12 inh 20.2%.
CN(C)Cc1cn(C[C@H]2C[C@@H](NC(=O)Nc3ccc4c(c3)OCCO4)[C@H](O)[C@@H]2O)nn1 was read as ALOX12 inh 2.8%.
`Cc1ccc(C(=O)N2CCC3(CC2)NC(=O)N(c2ccccc2)N3)cc1C` gave ALOX12 inh inconclusive.
For O=C(Nc1ccccc1)C1=C(c2ccccc2)S(=O)(=O)CCO1 the results were ALOX12 inh inconclusive.
For Cc1cnc(C(=O)N[C@@H]2CCC[C@@H]2C(=O)NCc2c(C)n[nH]c2C)cn1 the results were ALOX12 inh 23.7%.
`Cc1nc2ccc(C(=O)OCC(=O)NC(C)C34CC5CC(CC(C5)C3)C4)cc2nc1C` (configuration not stated) gave ALOX12 inh -9.1%.
For CC(C)CN(CC(C)C)C(=S)NCc1ccco1 the results were ALOX12 inh -0.5%.
COCCNC(=O)C1COC2(CCN(C(=O)c3ccccc3F)CC2)N1C(=O)c1ccco1 (configuration not stated) was read as ALOX12 inh 59.3%[activator].
`Cc1ccc(CN2C(=O)[C@@H]3C[C@@H](O)CN3C3(CN(Cc4ccccc4F)C3)C2=O)o1` gave ALOX12 inh 2.9%[176 µM].
`COC(=O)c1cc2c(c3c4cc(OC)ccc4n(S(=O)(=O)c4ccc(OC)cc4)c13)C(=O)N(Cc1ccc(C(F)(F)F)cc1)C2` gave ALOX12 inh -20.9%.
For COc1ccccc1-c1cc(C(=O)N2CCOCC2)nn2cccc12 the results were ALOX12 inh 6.4%[6.33 µM].
`CC1CCc2c(sc(/N=C/c3ccc(C(C)(C)C)cc3)c2C#N)C1` (configuration not stated) gave ALOX12 inh inconclusive.
CC1CCC(NC(=O)c2noc(-c3ccccc3F)n2)CC1 (configuration not stated) was read as ALOX12 inh 29.4%.
Screening O=C(Nc1ccccc1F)N1CC(Oc2ccc(-c3noc(-c4ccccc4)n3)cc2)C1 returned ALOX12 inh 0.6%.
For CCn1ncc(C(=O)N2C[C@@H](COc3ccccc3)[C@H](C(N)=O)C2)c1C the results were ALOX12 inh 20.3%.
`Cc1cc(-c2ccccc2)nc(=S)[nH]1` gave ALOX12 inh 8.3%.
`O=C(N[C@H]1CCN2C(=O)c3cc(-c4ccccc4F)ccc3NC(=O)[C@H]12)C1CCCC1` gave ALOX12 inh 8.3%[176 µM].
For Cc1ccc(S(=O)(=O)Cc2nc(-c3ccc(C(=O)NCCCN4CCOCC4)cc3)oc2C)cc1 the results were ALOX12 inh -5.4%.
CCCOc1ccc(CN2CCC3(CC2)CC(O)CCO3)cc1OC (configuration not stated) was read as ALOX12 inh 1.1%.
CN(c1ccccc1)c1ccc(/C=N/Nc2ccc(S(N)(=O)=O)cc2[N+](=O)[O-])cc1 was read as ALOX12 inh -0.4%.
`O=C(CCc1cccs1)NCC1CCCO1` (configuration not stated) gave ALOX12 inh -19.2%.
`Cc1ccc(C)c(CN2C[C@H](Sc3nc4ccccc4[nH]3)C[C@H]2C(=O)N2CCCN(C)CC2)c1` gave ALOX12 inh 5.4%.
For Cc1ccccc1-c1nc(-n2ccnc2)c2ccccc2n1 the results were ALOX12 inh inconclusive.
Screening CC(C)c1nc(N2CCN(C(=O)C(=O)NCCCO)CC2)c(C#N)c2c1CCCC2 returned ALOX12 inh -34.3%.
For Cc1ccc(N=c2scc(-c3ccccc3)n2-c2ccc(C)cc2)cc1 the results were ALOX12 inh -26.2%.
CC(C)CN1CCOC[C@H](Oc2ccccc2)C1 was read as ALOX12 inh 4.1%[176 µM].
For Cc1ccc(Nc2nc(C(=O)OCC(=O)c3ccc(Cl)cc3)cs2)cc1C the results were ALOX12 inh -19.4%.
Screening Cn1c(=O)[nH]c(=O)c2c1nc(N1CCN(CCO)CC1)n2Cc1cccc(Br)c1 returned ALOX12 inh 23.4%.
For CC(C)c1nnc2sc(-c3ccc4c(c3)OCO4)nn12 the results were ALOX12 inh -2.8%.
Screening CCCNC(=O)N1[C@@H]2CN(C(=O)Nc3ccccc3)c3ccccc3[C@@H]2[C@@H]1CO returned ALOX12 inh -0.7%.
Screening COCc1ccc2c(c1)c(OC(C)(C)C(=O)NCCc1cccnc1)nn2Cc1ccccc1 returned ALOX12 inh -2.6%.
`COCC(=O)NC[C@H]1O[C@H](Cc2cc(-c3ccc(OC)cc3)on2)CC[C@@H]1O` gave ALOX12 inh 31.2%[activator][176 µM].
`Cc1noc(C)c1CCC(=O)NCc1cccnc1N1CCOCC1` gave ALOX12 inh 22.3%.
`Fc1ccc2nc([C@H]3CCN(Cc4ccccc4F)C3)[nH]c2c1` gave ALOX12 inh 73.8%[activator][176 µM].
CC(C)NC(=O)C(=O)NC1CC(C)(C)NC(C)(C)C1 was read as ALOX12 inh -22.9%.
`COCC(=O)Nc1ccc(-c2c(C(C)C)nn(-c3cccc(F)c3)c2OC(C)=O)cc1` gave ALOX12 inh inconclusive.
CN(C)C[C@@H]1CN(C2CCOCC2)C[C@H]1NC(=O)c1cnco1 was read as ALOX12 inh 126.2%[activator].
`O=C(Cn1nnnc1CN1CCCC1)N1CCN(C2CCc3ccccc3C2)CC1` (configuration not stated) gave ALOX12 inh 30.5%[activator].
`C=CCNC(=S)NNC(=O)C(C)(C)O` gave ALOX12 inh 17.2%.
Screening Cc1ccc2nc(CO[C@H]3CN(C4CCCCC4)C[C@H]3F)[nH]c2c1 returned ALOX12 inh 78.8%[activator][176 µM].
`Cc1noc(C2CC3(CCN(C(=O)CCc4c[nH]c5ccccc45)CC3)CN2C)n1` (configuration not stated) gave ALOX12 inh -0.8%.
Screening COc1cc2c(cc1OC)CN(Cc1cc3n(n1)CCCNC3)CC2 returned ALOX12 inh 47.2%.
O=C1CO[C@H]2CCN(Cc3cccc(OC(F)(F)F)c3)CC[C@@H]2N1CCN1CCCC1 was read as ALOX12 inh 13.9%.
Screening CCCCSc1nc2c(c(=O)[nH]c(=O)n2C)n1CC returned ALOX12 inh inconclusive.
For COc1ccc(NC(=O)Cc2ccccc2F)cc1S(=O)(=O)Nc1ccc(Cl)cc1 the results were ALOX12 inh inconclusive.
For CC(C)c1ccc(NC(=O)COC(=O)C2CCN(c3ccc(C(F)(F)F)cn3)CC2)cc1 the results were ALOX12 inh -24.0%.
`C[C@@H]1COc2cccc(NCCO)c2S(=O)(=O)N1` gave ALOX12 inh -6.4%.
For Cc1cc(C)c2nc(SCC(=O)N(C)C)cc(C)c2c1 the results were ALOX12 inh 6.8%.
CCOC(=O)C1C(=O)C=C(Nc2ccc(C(F)(F)F)cc2)CC1c1ccccc1 (configuration not stated) was read as ALOX12 inh inconclusive.
CCn1ncc(N2CCC(NC(=O)c3ccc(C)s3)CC2)cc1=O was read as ALOX12 inh 21.4%.
For CCN1c2cc(C(=O)NCc3cccc(Br)c3)ccc2C(=O)N2CCCCC21 (configuration not stated) the results were ALOX12 inh -4.0%.
For CNC(=O)[C@@H]1C[C@@H](O)CN1C1CCN(C(=O)CCc2nc3ccccc3s2)CC1 the results were ALOX12 inh 26.7%.
Cc1ccc(C(=O)N2CCC3(CC2)C(=NC2CCCCC2)NC(=O)N3c2cccnc2)cc1 was read as ALOX12 inh 3.8%[6.33 µM].

A portion of the library; count on the stated rates, not on these rows.
